beta cell repl: induces beta-cell replication in MIN6 cells; MIN6 cells proliferation, ATPlite luminescence, 48 h; cells starved in 0.2% serum; 100% = growth in 10% serum; proliferation, % at 10 µM; 330,000 compounds, 0.29% hits; AID 2380;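 active means compounds whose signal lies at least 3.5 SD above the mean of all wells on their plate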;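 further: 0% = DMSO-treated cells in low-serum medium and 100% = 10% serum control; some compounds called inactive have numbers as strong as hits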
A3A deaminase: inhibitors of human APOBEC3A DNA deaminase | P31941 | recombinant A3A, FAM/TAMRA ssDNA deamination fluorescence | inhibition, % at 20 µM | 330,000 compounds, 0.41% hits | AID 493011;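 active means at least 40% inhibition at 20 µM here, with at most 30% in a related deaminase screen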;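 further: plate controls were A3A with DMSO for no effect and wells lacking A3A enzyme for full effect; some results filed as inactive read as strong as hits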
Target sequence (P31941 whole entry, looked up): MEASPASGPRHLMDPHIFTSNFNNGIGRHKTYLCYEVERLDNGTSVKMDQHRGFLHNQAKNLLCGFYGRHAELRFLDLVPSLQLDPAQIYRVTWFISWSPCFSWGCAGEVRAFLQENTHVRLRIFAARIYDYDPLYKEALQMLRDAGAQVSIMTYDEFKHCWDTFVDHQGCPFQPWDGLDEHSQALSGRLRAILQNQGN
hIAP act: increases human intestinal alkaline phosphatase activity. P09923. purified human IAP, CDP-Star luminescence, 30 min; hits give high values; 1 = vehicle-only enzyme, 0 = enzyme-free background. activation factor at 10 µM. 330,000 compounds, 0.16% hits;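 active means activation factor of the enzyme at least 2-fold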; further: the source names both 10 and 20 µM as test concentration; values of inactives mirror those of a sister screen read the other way
APOBEC3G inh: APOBEC3G (human) deaminase inhibition; recombinant A3G, ssDNA deamination FAM/TAMRA fluorescence; inhibition, % at 20 µM; 330,000 compounds, 0.28% hits; Q9HC16;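 active means inhibition of at least 40% at 20 µM, with no more than 30% in the related APOBEC3A deaminase screen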;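 further: plate controls were DMSO wells with A3G for no effect and wells lacking A3G enzyme for full effect; some compounds called inactive have numbers as strong as hits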
Target sequence (Q9HC16 whole entry, looked up): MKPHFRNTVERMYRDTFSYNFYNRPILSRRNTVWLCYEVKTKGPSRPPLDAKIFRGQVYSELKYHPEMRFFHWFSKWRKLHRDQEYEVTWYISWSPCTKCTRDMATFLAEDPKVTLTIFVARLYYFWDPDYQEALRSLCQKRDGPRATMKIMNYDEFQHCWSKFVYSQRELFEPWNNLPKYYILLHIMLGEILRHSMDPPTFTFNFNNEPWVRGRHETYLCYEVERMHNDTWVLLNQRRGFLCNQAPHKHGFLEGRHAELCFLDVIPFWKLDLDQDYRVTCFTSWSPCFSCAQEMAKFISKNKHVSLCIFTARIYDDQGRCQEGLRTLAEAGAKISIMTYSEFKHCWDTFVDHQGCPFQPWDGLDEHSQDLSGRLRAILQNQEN
hIAP inh: blocks human intestinal alkaline phosphatase; purified IAP, CDP-Star luminescence, 30 min; inhibition, % at 10 µM; 330,000 compounds, 0.12% hits; AID 2544;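 active means inhibition reaching a set limit with compound at 10 µM in the primary screen, cut at about 35% in these data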;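 further: plate controls were DMSO wells with enzyme for no effect and no-enzyme buffer wells for full effect; values of inactives mirror those of a sister screen read the other way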
mIAP inh: mouse IAP inhibition | purified mouse IAP, CDP-Star luminescence, 30 min | inhibition, % at 10 µM | 330,000 compounds, 0.2% hits;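 active means inhibition of at least 40% at 10 µM in the primary screen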;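 further: plate controls were DMSO with enzyme for no effect and no enzyme wells for full effect; values of inactives mirror those of a sister screen read the other way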
mIAP act: mouse IAP activation; 330,000 compounds, 0.24% hits; AID 2805; activation factor at 10 µM; muIAP, CDP-Star luminescence, 30 min; hits give high values; 1 = vehicle-only enzyme signal, 0 = enzyme-free wells;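 active means activation factor of at least 2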; further: the source names both 10 and 20 µM as test concentration; values of inactives mirror those of a sister screen read the other way
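System: Mouse IAP enzyme | Also added: CDP-Star substrate | Dosing: Compounds dispensed in DMSO | Schedule: 30 min enzyme-substrate-compound incubation at room temperature | Technique: Chemiluminescence readout | Control set: DMSO-only wells and no-enzyme negative control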
NLRP3 yeast inh: inhibitors of NALP3 inflammasome in yeast | Yeast reconstituted NLRP3/ASC/caspase-1, beta-gal luminescence, 24 h | inhibition, % at 10 µM | 330,000 compounds, 0.39% hits;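 active means inhibition of 50% or more; inactive means inhibition below 50%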;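 further: plate controls were induced DMSO wells for no effect and uninduced yeast grown without galactose for full effect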
SENP1 inh: SENP1 (human) catalytic domain inhibition. Q9P0U3. recombinant SENP1 catalytic domain, CyPet-SUMO1-YPet FRET cleavage. inhibition, % at 10 µM. 360,000 compounds, 0.21% hits. AID 624204;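 active means inhibition at least 30% at 10 µM, raw YFP signal under a set limit, fluorescence ratio 0.5 to 1.5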;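 further: 0% = enzyme with DMSO and 100% = no enzyme wells; some results filed as inactive read as strong as hits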
Target sequence (Q9P0U3 419-644 limits assumed): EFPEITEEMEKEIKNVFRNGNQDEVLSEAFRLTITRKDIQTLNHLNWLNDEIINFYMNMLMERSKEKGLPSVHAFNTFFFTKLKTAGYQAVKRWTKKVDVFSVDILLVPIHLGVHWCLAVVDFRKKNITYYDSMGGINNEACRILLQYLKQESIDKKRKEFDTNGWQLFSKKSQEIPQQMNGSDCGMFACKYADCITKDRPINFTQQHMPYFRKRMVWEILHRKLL
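Test system: recombinant human SENP1 catalytic domain, His6-tagged / Medium: pH 8 Tris buffer with EDTA, NaCl, BME, BSA, NP40, catalase / Also added: SUMO1 FRET substrate flanked by Cypet and Ypet, 25 nM / Times: 50 min reaction at room temperature / Signal: FRET, CFP and YFP emission / Control set: no-enzyme low control and enzyme-plus-DMSO high control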
* marks the source's active call; other numbers are inactive results; · = no result given; & = joins results of further samples. Some of the compounds tested, so the mix of outcomes need not match the whole.

Values in the order – mIAP act	NLRP3 yeast inh	A3A deaminase	SENP1 inh	hIAP inh	mIAP inh	beta cell repl	hIAP act	APOBEC3G inh
- O=C1C=CCC(/C=C/c2ccccc2)O1 (stereo not given)
 : 1.1	25	-8	·	-19	-14	-7	1.2	-10
- CN(c1ncc(C(F)(F)F)cc1Cl)n1cc(C(=O)O)c2ccccc2c1=O
 : 1	23	0	1	-4	-2	0	1	-1
- CCOC(=O)c1c(-c2cccs2)csc1N
 : 0.79	5	-4	2	12	21	-2	0.88	-5
- CCOC(=O)C1CCN(C(=O)COC(=O)CNC(=O)c2ccc(C(C)(C)C)cc2)CC1
 : 1.1	6	-3	-1	1	-7	-4	0.99	-5
- CN(C)S(=O)(=O)N1CCN(CC(=O)Nc2cc(Cl)ccc2Cl)CC1
 : 1.1	-1	-6	0	-3	-6	-1	1	-7
- N#Cc1c(Oc2ccc3ccccc3c2)sc(C(=O)c2ccccc2)c1N
 : 0.86	13	-1	-9	-5	14	-4	1	-2
- CC(Nc1cccc2ccccc12)C(=O)N/N=C/c1ccccn1 (stereo not given)
 : 0.87	19	0	-13	-22	13	-4	1.2	-3
- CNC(=S)N(Cc1ccco1)Cc1cc2cc(OC)c(OC)cc2[nH]c1=O
 : 0.97	6	1	1	-15	2	-3	1.2	-2
- O=C(O)c1[nH]nc2c1COc1ccccc1-2
 : 0.82	18	-3	1	-2	18	-1	1	-7
- CCCCCCSc1cccc(-c2nc3cc(C)ccn3c2NCc2ccccc2)c1
 : 0.99	17	1	-74&-60	2	1	-7	0.98	-1
- Cc1ccc(S(=O)(=O)N(C)C)cc1NC(=S)N(C)C1CCN(C)CC1
 : 0.99	6	0	2	-14	1	-1	1.1	-4
- CC(=O)C1=C(O)C(=O)N(CO)C1c1ccccc1F (stereo not given)
 : 0.93	11	-2	0	5	7	-3	0.95	-2
- Cc1c(NC(=O)Nc2ccc(F)cc2F)c(=O)n(-c2ccccc2)n1C
 : 1	2	-1	-1	13	-2	-6	0.87	-3
- COc1cc(S(=O)(=O)N2CCN(C(=O)c3ccco3)CC2)ccc1Cl
 : 0.99	13	-8	1	2	1	-2	0.98	-7
- CC(=C1C(=O)c2ccccc2C1=O)N1CCN(C/C=C/c2ccccc2)CC1
 : 1	-3	0	-13	0	-1	-1	1	-8
- COc1cccc(NC(=O)Cn2c(=O)n(CCC(=O)NCc3ccco3)c(=O)c3ccccc32)c1
 : 0.95	-5	-3	2	-4	5	-2	1	-7
- Cc1ccc(/C=N/Nc2nnc(Cc3ccccc3)c(=O)[nH]2)o1
 : 0.89	10	-1	1	8	11	3	0.92	2
- O=S(=O)(NC1CCCCCC1)c1ccc(Br)s1
 : 1	50	-2	2	-18	-3	-2	1.2	-2
- COc1ccc(CNC(=O)C(c2ccco2)N(C(=O)c2ccccn2)c2ccccc2)cc1 (stereo not given)
 : 1.1	11	-9	0	-9	-8	3	1.1	2
- Cn1c(N)c(C(=O)COC(=O)Cc2ccc(Br)cc2)c(=O)n(C)c1=O
 : 1.1	10	0	0	1	-6	4	0.99	-3
- COc1ccc(NC(=O)N(CCCN(C)C)Cc2cc3cc(OC)ccc3[nH]c2=O)cc1
 : 0.98	13	4	2	-8	2	2	1.1	2
- O=C(NCCc1ccccc1)C1CCN(S(=O)(=O)c2cccs2)CC1
 : 1	5	-1	0	-5	-4	0	1.1	-8
- O=C(Nc1nc(-c2cccc3ccccc23)cs1)c1ccc2c(c1)S(=O)(=O)c1ccccc1C2=O
 : 0.85	19	-1	8	7	14	-6	0.93	-3
- CCOc1ccc(NC(=O)CCN2CCN(S(=O)(=O)c3ccc(OC)cc3)CC2)cc1
 : 1.1	24	-3	3	-5	-9	-3	1	0
- O=C1CN=C(Nc2ccccc2Cl)N1c1ccccc1
 : 1.1	27	0	-2	6	-5	5	0.94	12
- COCC(=O)Nc1cc(C)cn(Cc2ccccc2Cl)c1=O
 : 1	6	-4	-4	-20	-4	-3	1.2	-1
- CCOc1ccc(NC(=O)CSc2ccc(-c3ccco3)nn2)cc1
 : 0.9	20	-1	3	-20	10	-4	1.2	-2
- Fc1ccc(N2N=C(c3cccs3)CC2c2ccco2)c(F)c1 (stereo not given)
 : 1.4	3	-2	-94	24	-40	-5	0.76	-5
- Cc1ccc(C(=O)N2CCN(c3cnn(C)c(=O)c3Cl)CC2)cc1
 : 1	13	0	1	6	-1	2	0.94	2
- CCC1S/C(=C(\C#N)C(N)=O)N(c2ccc(F)cc2)C1=O (stereo not given)
 : 1	8	1	2	-15	-3	4	1.1	-1
- COc1cc(C2OCC3C(c4ccc(OC5OC(CO)C(O)C(O)C5O)c(OC)c4)OCC23)ccc1O (stereo not given)
 : 0.69	4	-3	-8	17	31	-1	0.83	-7
- CC(C)(C)CC(C)(C)NCC(O)COCCOc1ccc(Br)cc1 (stereo not given)
 : 1	18	2	-1	-6	-2	-6	1.1	-2
- O=C(CSc1ccc(Cl)cc1)NCc1ccco1
 : 0.94	13	0	1	4	6	-3	0.96	-10
- CCC(=O)N(Cc1ccc(C)cc1)Cc1cc2cc3c(cc2[nH]c1=O)OCO3
 : 0.99	7	-7	-1	-6	1	-2	1.1	-9
- COc1cc(SC#N)ccc1N=Cc1c(C)[nH]n(-c2cccc3ccccc23)c1=O
 : 1	6	-2	·	-16	-4	-5	1.2	-2
- N#Cc1ccsc1NC(=O)c1cccc(-n2cnnn2)c1
 : 0.89	10	-5	11	-4	11	3	1	3
- Cc1ccc(NC(=O)CC2S/C(=N/N=C/c3c[nH]c4ccccc34)NC2=O)cc1 (stereo not given)
 : 0.88	-5	-4	1	-16	12	1	1.2	-7
- COc1ccc(N(C(C)=O)S(=O)(=O)c2cccs2)cc1
 : 0.99	-5	-1	-2	-4	1	-1	1	-4
- Cc1cccc(C)c1NC(=O)N1CCCC1C(=O)Nc1ccc(-n2cnnn2)cc1 (stereo not given)
 : 1	20	2	2	-1	-5	1	1	-2
- Cc1oc(-c2ccc(Cl)cc2)nc1CN1CCCC(C(=O)NCc2ccco2)C1 (stereo not given)
 : 0.95	4	0	-1	-6	4	-6	1.1	2
- O=C(CN1CCNCC1)NCCSc1ccc(Cl)cc1
 : 0.91	16	-3	1	4	10	2	0.96	-6
- O=C(CN1CCN(C(=O)C2CC2)CC1)Nc1ccc(Cl)cc1F
 : 0.91	14	5	2	-8	9	-2	1.1	0
- CCn1cc(C(=O)N2CCN(c3ccccn3)CC2)c(=O)c2cc(S(=O)(=O)N(C)C3CCCCC3)ccc21
 : 1	14	0	-3	-5	-2	-3	1.1	-12
- CCCCN1CCCCC1C(=O)Nc1c(C)cc(C)cc1C (stereo not given)
 : 1.1	6	-1	2	-10	-9	-4	1.1	-4
- COc1ccccc1NS(=O)(=O)c1ccc(NN=C2CCCC2)c([N+](=O)[O-])c1
 : 0.82	29	-2	0	11	18	0	0.89	-4
- O=C(N/N=C/C(Br)=C/c1ccccc1)c1cc(-c2ccco2)[nH]n1
 : 0.83	1	4	-7	-90	17	-6	1.9	-12
- CC(C)OC(=O)c1nnc(Cc2ccc(Cl)cc2)o1
 : 0.89	-3	-2	-1	-9	11	0	1.1	-5
- COC(=O)[C@]1(Cc2ccccc2)N[C@H](CN(C)C(=O)C2CCCCC2)[C@@H]2C(=O)N(C)C(=O)[C@@H]21
 : 0.93	2	-2	-1	-10	7	-3	1.1	-6
- Cc1nc2nc(CNC(=O)OC(C)(C)C)nn2c(C)c1CCC(=O)Nc1ccc2c(c1)OCO2
 : 1	6	-3	-3	-33	0	-2	1.3	-5
- S=c1[nH]nc(COc2ccccc2)n1C1CCCCC1
 : 0.96	15	-8	2	-7	4	2	1.1	13

The list goes on:
Values in the order – mIAP act	NLRP3 yeast inh	A3A deaminase	SENP1 inh	hIAP inh	mIAP inh	beta cell repl	hIAP act	APOBEC3G inh
- O=C(c1ccccc1)c1ccccc1C(=O)N1CCN(C(=O)c2ccccc2)CC1
 : 1	8	-1	1	-9	-2	-1	1.1	-7
- O=C(CSc1ccc(Cl)cc1)Nc1ccc(N2CCN(C(=O)c3ccc(Cl)cc3)CC2)cc1
 : 0.96	-3	3	2	3	4	-3	0.97	-9
- COc1ccc(S(=O)(=O)Nc2c(C(=O)O)[nH]c3ccccc23)cc1OC
 : 1.1	-4	-4	-4	-7	-10	0	1.1	-9
- Cc1ccc(-c2nnc(SCC(=O)Nc3ccc(N4CCOCC4)cc3)o2)cc1
 : 0.95	25	1	2	-17	5	-1	1.2	-4
- O=C(NCCc1ccccc1)c1c(O)c2cccc3c2n(c1=O)CC3
 : 1	-6	-4	-3	-9	-3	1	1.1	-5
- O=C(NNC(=S)NC(=O)c1cccs1)c1ccc(NC(=O)c2ccccc2)cc1
 : 0.85	16	-4	-1	-55	15	-3	1.6	-7
- CCOC(=O)c1ccc(N2Cc3ccccc3C2=N)cc1
 : 0.98	3	-2	9	6	2	0	0.94	-3
- COCC1CCCCN1C(=O)C1CCN(c2nc(-c3ccccc3)nc3c2CCC3)CC1 (stereo not given)
 : 1	24	1	-3	-32	-4	-2	1.3	-2
- O=C(NCc1ccccn1)C1CCCCC1
 : 1.2	1	-5	2	-7	-19	-1	1.1	-14
- Cc1c(CCC(=O)O)c(=O)oc2cc3occ(-c4ccc(Br)cc4)c3cc12
 : 1	13	-3	0	4	0	-5	0.96	-7

An excerpt from above, limited to NLRP3 yeast inh and hIAP inh:
| canonical_smiles | NLRP3 yeast inh | hIAP inh |
| --- | --- | --- |
| O=C(c1ccccc1)c1ccccc1C(=O)N1CCN(C(=O)c2ccccc2)CC1 | 8 | -9 |
| O=C(NCc1ccccn1)C1CCCCC1 | 1 | -7 |

The list goes on:
Values in the order – mIAP act	NLRP3 yeast inh	A3A deaminase	SENP1 inh	hIAP inh	mIAP inh	beta cell repl	hIAP act	APOBEC3G inh
- COC(=O)CCc1nc2ccccc2nc1OC
 : 0.98	-6	-4	4	5	2	4	0.95	-9
- CCn1c(Cl)c(C=O)s/c1=N\S(=O)(=O)c1ccccc1
 : 0.93	-11	-6	4	0	7	-8	1	8
- CC(=O)Nc1ccc2nc(NS(=O)(=O)c3ccc(C)cc3)sc2c1
 : 0.95	6	0	-4	13	5	-1	0.87	-5
- COc1cc(NC(=O)Cc2nn(C)c(=O)c3ccccc23)cc(OC)c1OC
 : 1	6	5	1	0	-2	-4	1	2
- COC(=O)Cc1ccc2c3ccccc3n(C)c2c1
 : 1	19	5	-28	28	-4	-2	0.72	0
- CCOc1ccc2nc(NCCNC(=S)NCCCN(C)C)c(C#N)cc2c1
 : 1.1	10	9	-45	4	-12	-3	0.96	-5
- CCO[C@@H]1OC(C(=O)N2CCN(Cc3ccc4c(c3)OCO4)CC2)=C[C@H](C2CC2)[C@H]1CCCO
 : 0.96	6	-3	1	-1	4	-4	1	-4
- c1ccc(CC2CCN(c3nc4ccccc4n4cnnc34)CC2)cc1
 : 0.91	-13	-5	1	-2	9	-6	1	-9

Screens deposited in PubChem BioAssay by Sanford-Burnham Center for Chemical Genomics.
